OX1R antag-1 = blocks the human orexin 1 receptor; O43613; OX1R-expressing cells, FRET antagonist read-out; AID 485270; 330,000 tested, 1.8% active; inhibition, % at 6.6 µM; in the data active = inhibition mostly above about 38%, no sharp cut-off; inactive = mostly below about 40%;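 note: 0% = agonist challenge alone and 100% = reference antagonist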
Target sequence (O43613 whole entry, looked up): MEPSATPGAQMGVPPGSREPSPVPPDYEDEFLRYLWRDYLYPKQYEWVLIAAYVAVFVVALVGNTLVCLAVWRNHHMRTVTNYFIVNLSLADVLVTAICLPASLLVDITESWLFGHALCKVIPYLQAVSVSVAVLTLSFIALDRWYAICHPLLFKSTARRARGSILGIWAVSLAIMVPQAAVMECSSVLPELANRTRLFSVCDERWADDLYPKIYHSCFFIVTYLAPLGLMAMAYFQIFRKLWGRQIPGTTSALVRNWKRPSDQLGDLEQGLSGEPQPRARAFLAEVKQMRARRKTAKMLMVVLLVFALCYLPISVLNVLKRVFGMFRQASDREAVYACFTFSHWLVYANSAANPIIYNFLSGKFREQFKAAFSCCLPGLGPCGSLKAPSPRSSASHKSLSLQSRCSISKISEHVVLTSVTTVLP
OX1R antag-2 = human HCRTR1 antagonism; CHO/OX1R cells, Fluo-8 calcium fluorescence, orexin A; inhibition, % at 5 µM; 330,000 tested, 0.43% active; AID 434989;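 active = inhibition above its plate's threshold, mean inhibition of all tested compounds on the plate plus 3 SD, cut at about 37% in these data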;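 note: 0% = orexin A challenge wells and 100% = SB-334867-A antagonist wells; not every result past the cut was called active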
Numbers without * were called inactive.

SMILES	OX1R antag-1	OX1R antag-2
NC(=S)c1cnn2c(-c3cccc(C(F)(F)F)c3)ccnc12	6	-28
Cc1ccc(C(=O)NCCN2C3=NC[C@H](C)N3C[C@H]2Cc2ccc(O)cc2)cc1Br	6	-96
O=C1CC(c2ccccc2)=Nc2ccc(Br)cc2N1	29	-11
CCN1C(=O)CC(NCc2ccc3c(c2)OCO3)C1=O (configuration not stated)	5	1
O=C(CCc1ccccc1)NNC(=O)c1ccco1	22	-15
Cc1cccnc1NC(=O)Nc1cccc2ccccc12	45*	-10
c1ccc(-n2nnc3cnccc32)cc1	13	-6
O=C(Nc1ccc(F)c(Cl)c1)Nn1cnnc1	-2	-11
N#C/C(=C\c1cc(Cl)cc(Cl)c1O)C(=O)NC1CCCCC1	15	-13
Cc1ccc(C(=O)NC2CCCC(C)C2C)cc1S(=O)(=O)N1CCCCC1 (configuration not stated)	17	-35
O=C(Nc1ccccc1C(F)(F)F)c1cc2ncc(CCCl)cn2n1	12	-16
CC(C)(C)c1ccc(C(=O)NCC(=O)OCCN2C(=O)c3ccccc3C2=O)cc1	12	-22
CCOC(=O)NCc1ccc2c(c1)OCO2	40	-19
Cn1c(/N=C/c2ccccc2[N+](=O)[O-])nc2ccccc21	0	-6
COc1cccc(NC(=O)CN(C)C(=O)CSCC(=O)Nc2ccc(C)cc2)c1	30*	12
Cc1c(O)cc2n(c1=O)-c1ccccc1C2(C)C	18	-25
Cc1cc(C)c[n+](C(C)C(=O)c2ccc(-c3ccccc3)cc2)c1 (configuration not stated)	11	-1
NC(=O)C1CCN(C2CC(=O)N(c3ccc(F)c(Cl)c3)C2=O)CC1 (configuration not stated)	21	-4
CCCn1c(N)c(N(CCOC)C(=O)c2cc3c(s2)CCC(CC)C3)c(=O)[nH]c1=O (configuration not stated)	1	-2
CC(OC(=O)c1ccc2ccccc2c1)C(=O)N(C)Cc1ccccc1 (configuration not stated)	38*	17
CCC(C)N=CC1=C(O)C(C(=O)OC)C(C)(C)CC1=O (configuration not stated)	12	-20
Cc1c(NC(=S)N/N=C/c2cc([N+](=O)[O-])ccc2O)c(=O)n(-c2ccccc2)n1C	31	3
COc1ccc(OC)c(NC(=O)C2CCN(S(=O)(=O)c3ccc4c(c3)OCCO4)CC2)c1	28	-6
Nc1nnc(-c2cn(-c3ccccc3)nc2-c2ccccc2)o1	13	-12

20 of these compounds in another layout.
Screens in order: OX1R antag-1 | OX1R antag-2
- NC(=S)c1cnn2c(-c3cccc(C(F)(F)F)c3)ccnc12
  6 | -28
- Cc1ccc(C(=O)NCCN2C3=NC[C@H](C)N3C[C@H]2Cc2ccc(O)cc2)cc1Br
  6 | -96
- O=C1CC(c2ccccc2)=Nc2ccc(Br)cc2N1
  29 | -11
- CCN1C(=O)CC(NCc2ccc3c(c2)OCO3)C1=O (configuration not stated)
  5 | 1
- O=C(CCc1ccccc1)NNC(=O)c1ccco1
  22 | -15
- Cc1cccnc1NC(=O)Nc1cccc2ccccc12
  45* | -10
- c1ccc(-n2nnc3cnccc32)cc1
  13 | -6
- O=C(Nc1ccc(F)c(Cl)c1)Nn1cnnc1
  -2 | -11
- N#C/C(=C\c1cc(Cl)cc(Cl)c1O)C(=O)NC1CCCCC1
  15 | -13
- Cc1ccc(C(=O)NC2CCCC(C)C2C)cc1S(=O)(=O)N1CCCCC1 (configuration not stated)
  17 | -35
- O=C(Nc1ccccc1C(F)(F)F)c1cc2ncc(CCCl)cn2n1
  12 | -16
- CC(C)(C)c1ccc(C(=O)NCC(=O)OCCN2C(=O)c3ccccc3C2=O)cc1
  12 | -22
- CCOC(=O)NCc1ccc2c(c1)OCO2
  40 | -19
- Cn1c(/N=C/c2ccccc2[N+](=O)[O-])nc2ccccc21
  0 | -6
- COc1cccc(NC(=O)CN(C)C(=O)CSCC(=O)Nc2ccc(C)cc2)c1
  30* | 12
- Cc1c(O)cc2n(c1=O)-c1ccccc1C2(C)C
  18 | -25
- Cc1cc(C)c[n+](C(C)C(=O)c2ccc(-c3ccccc3)cc2)c1 (configuration not stated)
  11 | -1
- NC(=O)C1CCN(C2CC(=O)N(c3ccc(F)c(Cl)c3)C2=O)CC1 (configuration not stated)
  21 | -4
- CCCn1c(N)c(N(CCOC)C(=O)c2cc3c(s2)CCC(CC)C3)c(=O)[nH]c1=O (configuration not stated)
  1 | -2
- CC(OC(=O)c1ccc2ccccc2c1)C(=O)N(C)Cc1ccccc1 (configuration not stated)
  38* | 17

Additional entries follow.
SMILES	OX1R antag-1	OX1R antag-2
COc1cc2c(cc1OC)C(c1ccc3c(c1)OCO3)CC(=O)N2 (configuration not stated)	17	-13
CCC/C=C1/CCCOC(C(=O)NCc2ccccc2)(C(F)(F)F)C1 (configuration not stated)	20	-15
Cc1cc2c(cc1S(=O)(=O)N(C)C1CCCCC1)OCC(=O)N2	7	-35
CCc1ccc(Nc2nnc(SCC(=O)Nc3cccnc3Cl)s2)cc1	8	-29
Cc1ccc(-c2nc(CS(=O)(=O)CC(=O)NC3CC3)c(C)o2)cc1	14	-37
Cc1cc(OC(=O)c2ccc(C)c(C)c2)c([N+](=O)[O-])c(=O)[nH]1	6	-8
COc1ccc(/C=C/C(=O)NCC(=O)N/N=C/c2cc(Br)ccc2OC)cc1	25	-30
Cc1ccc(C)c(N2CCN(C(=O)C3CCN(S(=O)(=O)c4cccc5nsnc45)CC3)CC2)c1	23	-19
Cc1ccc(NC(=O)COS(=O)c2ccc(C)cc2)cc1 (configuration not stated)	10	-27
Cc1ccc2nc(-c3cccnc3)cc(C(=O)Nc3ccc(F)cc3C)c2c1	18	-37
O=C(COC(=O)CCNS(=O)(=O)c1ccc(Cl)cc1)NCc1ccco1	20	1
CNS(=O)(=O)c1cccc(C(=O)OCC(=O)Nc2ccccc2F)c1	31	-18

Next section, starting with the last 2 of the part before.
SMILES	OX1R antag-1	OX1R antag-2
O=C(COC(=O)CCNS(=O)(=O)c1ccc(Cl)cc1)NCc1ccco1	20	1
CNS(=O)(=O)c1cccc(C(=O)OCC(=O)Nc2ccccc2F)c1	31	-18
CS(=O)(=O)N1CCN(c2ccc([N+](=O)[O-])c(NCc3ccc(Cl)cc3)c2)CC1	20	-11
CC1CN(C(=O)CSc2cn(CC(=O)N3CCOCC3)c3ccccc23)CC(C)O1 (configuration not stated)	1	-25
CCOC(=O)C1(CCc2ccccc2)CCN(Cc2ccn[nH]2)CC1	2	-19
Cc1cccc(-c2noc(CCC(=O)NCc3ccccc3)n2)c1	30	-10
Cc1ccc(NC(=O)COC(=O)[C@@H]2CCCN2C(=O)c2cccs2)cc1S(=O)(=O)N(C)C	19	-16
CCOC(=O)Cc1csc(NC(=O)Nc2ccc(F)cc2)n1	21	0
COc1ccc(C2NC(=O)NC(C)=C2C(=O)OCc2ccccc2)cc1 (configuration not stated)	5	-32
COCCCNc1nc2c([nH]1)c(=O)[nH]c(=O)n2C	28	10
CCCCCc1ccc(-c2ccc(=O)[nH]n2)cc1	5	-5
Cc1ccc(CNC2CCCCC2)s1	11	-13
COc1ccc(Nc2ccc(Nc3ccc(OC)cc3)nn2)cc1	15	12
Cc1cc2c(C)ccc(C)c2nc1SCC(=O)c1cccs1	3	-9
O=C(N/N=C/C=C/c1ccco1)c1cccs1	6	-8
CC(=C1C2C=CC1C1C(=O)NC(=O)C21)c1ccccc1 (configuration not stated)	5	-15
CCC(=O)Nc1ccccc1Sc1ncnc2scc(-c3ccccc3)c12	23	-23
O=C(O)c1ccc(COc2ccccc2/C=C2\NC(=O)N(Cc3ccccc3F)C2=O)cc1	19	-19
CC(C)N(C(=O)CSc1nnc(-c2ccc3c(c2)OCO3)n1C)C(C)C	4	-14
CCOC(=O)C1=NOC2COC3(CCN(c4ncccn4)CC3)OCC12 (configuration not stated)	-4	-24
Cc1c(C(=O)NC(C)CN2CCCCC2)oc2ccccc12 (configuration not stated)	7	-24
O=C1CCCc2oc3ccc(NS(=O)(=O)c4cccc5cccnc45)cc3c21	9	-13
CC(NC(=O)c1ccco1)C(=O)OC(C)C(=O)NCc1ccccc1 (configuration not stated)	8	0
Cc1ccc(CCC(=O)Nc2ccc(C#N)cc2)o1	11	-11
CCn1cc(C(=O)N[C@@H](CCSC)C(=O)NCCN2CCOCC2)c(=O)c2cc3c(cc21)OCO3	7	-14
Nc1ccc(C23CC4CC(CC(O)(C4)C2)C3)cc1	22	-6
Cn1ccc(C(=O)N/N=C/c2ccccc2[N+](=O)[O-])n1	18	-5
CN(c1ccccc1)S(=O)(=O)c1ccc(C(=O)Nc2nnc(-c3ccc(F)cc3)o2)cc1	28	-6
O=C(CN1CCN(c2cccc(Cl)c2)CC1)Nc1nccs1	13	-3
Cc1cnc(C(=O)OCC(=O)NC(C)CCc2ccccc2)cn1 (configuration not stated)	6	-17
O=C(NC1CCCCC1)C(c1ccc(Cl)cc1)N(C(=O)c1ccccn1)c1cccnc1 (configuration not stated)	6	-1
Cc1cccc(CN2CCN(Cc3ccco3)CC2)c1	-5	-18
CCCS(=O)(=O)NCc1cn2c(C)csc2n1	4	0
OCCOc1cccc(CN2CCC(CO)(CCOc3ccccc3)CC2)c1	7	-19
CCOc1ccc(NC(=O)C(C)N2C(=O)c3ccccc3S2(=O)=O)cc1 (configuration not stated)	16	-13
COc1cccc(C(=O)Nc2cc(C(=O)NCc3ccc(C)cc3)ccc2N2CCC3(CC2)CC(c2cccc(Br)c2)=NO3)c1	8	-29
Cc1nc2sccn2c(=O)c1S(=O)(=O)Nc1ccc(N2CCOCC2)c(Cl)c1	4	-20
CCn1c(SCC(=O)NCc2cccs2)nnc1-c1ccncc1	13	-10
COC(=O)c1ccc(NC(=O)c2ccc3c(c2)C(=O)N(C)C3=O)cc1	3	3
O=C(NC(=S)Nc1ccc2c(c1)OCCO2)c1ccco1	9	-9
CCCS(=O)(=O)N1CCCC(C(=O)NCCCN(Cc2ccccc2)C(C)C)C1 (configuration not stated)	107*	-26
Cc1cccc(S(=O)(=O)C(C#N)c2nc3ccccc3nc2N2CCOCC2)c1 (configuration not stated)	17	-11
O=C(O)CCC(=O)N1CCN(c2ccc(C(=O)c3ccc(F)cc3)cc2)CC1	13	-6
CCOc1cccc(C(=O)Nc2ccccc2N2CCN(C(=O)C(C)C)CC2)c1	4	-35
Cc1nnc(C)n1/N=C/c1ccc(C(C)C)cc1	10	-14
COc1ccc(NC(=O)CN2C(=O)NC(C)(C3CC3)C2=O)c(OC)c1 (configuration not stated)	9	-6
COc1ccc(-c2nn(-c3ccccc3)cc2C(=O)NCCCn2ccnc2)cc1	19	4
CCCCCCCCc1c(O)nc(-n2[nH]c(C)c(CCO)c2=O)[nH]c1=O	22	-15
CN(CC(=O)Nc1ccc(Cl)c(C(F)(F)F)c1)C(=O)COC(=O)C1CC2CCCC(C1)C2=O (configuration not stated)	11	6
Cc1[nH]c2ccccc2c1C(=O)C(=O)N1CC=C(c2ccccc2)CC1	12	-7
[O-][n+]1c2ccccc2cc2ccccc21	8	-5
COc1ccc(C(C)NS(=O)(=O)Cc2ccccc2)cc1 (configuration not stated)	16	-3
Cc1cc(C)c(/C=C2\C(=O)Nc3ccccc32)[nH]1	52	23
O=C(N=Nc1c(O)[nH]c2ccccc12)c1cccc(S(=O)(=O)Nc2ccccc2Cl)c1	84*	5
O=C(O)/C=C1\NC(=O)c2ccccc21	20	-11
Cc1cc(C)n(-c2nc3ccccc3n3c(C)nnc23)n1	23	-3
CCC12CN3CCN(CC(C3)/C1=N\NC(=O)c1ccc(C(C)(C)C)cc1)C2	16	-20
Cc1nn(CC(=O)NCc2cccc(F)c2)c(=O)c2cccn12	8	-16
COc1ccc(NC2CCCN(C(=O)c3ccccc3C(F)(F)F)C2)cc1 (configuration not stated)	30	-23
Cc1ccc(N(C(=O)c2ccc(S(=O)(=O)N3CCCC3)cc2)C2C=CS(=O)(=O)C2)cc1 (configuration not stated)	22	-12
CN(CC(=O)NC1CCCCCCC1)S(=O)(=O)c1cnc[nH]1	6	-3
CC(=O)Nc1ccc(Sc2ncccc2C(=O)Nc2cc(Cl)cc(Cl)c2)cn1	20	-19
Next part
SMILES	OX1R antag-1	OX1R antag-2
Nc1c(C=C2C=CC(=O)C=C2)c(=O)nc2sc(CC(=O)N3CCCC3)nn12	1	4
O=C(Cn1cnc([N+](=O)[O-])n1)c1ccc(O)c(O)c1	18	9
CC12CC(c3ccccc3O1)N(C(=O)c1ccc(Br)o1)C(=O)N2c1ccccc1 (configuration not stated)	5	-12
COc1cccc(C(=O)CSc2nnc(CNc3nc(-c4ccccc4)cs3)n2C)c1	31	9
O=C(COc1cccc2ccccc12)NNC(=O)c1cnccn1	1	3
O=C1COc2ccc(S(=O)(=O)CCC(=O)N3CCN(c4cccc(C(F)(F)F)c4)CC3)cc2N1	17	-2
CCCn1c(N)c(N(CCOC)C(=O)c2ccc(F)cc2F)c(=O)[nH]c1=O	12	-6
C=CC[C@@H](CC(=O)OC(C)(C)C)C(=O)OC[C@@H]1CCCN1C(=O)[C@@H](CC=C)CC(=O)N[C@@H](CO)Cc1ccccc1	8	-15
CCCCNc1nc(C)c(C(C)=O)cc1C#N	3	-1
Cc1ccc(NCc2nnc(SC(C)C(=O)N/N=C/c3ccc(C)o3)n2-c2ccccc2)cc1 (configuration not stated)	11	-37
O=C(NCC1CCCO1)C1CCN(C(=O)c2ccc(Cl)cc2)CC1 (configuration not stated)	4	-1
CC1C(=O)C(C)(C)C(=O)OC1c1ccccc1 (configuration not stated)	5	-2
O=C(CCCn1c(=S)[nH]c2ccccc2c1=O)N1CCOCC1	6	-13
Cc1cccc(N(C(=O)c2csnn2)C(C(=O)NC2CCCCC2)c2ccncc2)c1 (configuration not stated)	36	-22
COCc1c(C(=O)N/N=C/c2ccncc2)nnn1-c1nonc1N	10	-33
CC(=O)NCc1ccc(C(=O)COC(=O)COc2ccccc2)s1	3	-7
O=C(COC(=O)Cc1cccc2ccccc12)Nc1ccccc1-c1ccccc1	26	-10
COCCN(C(=O)c1ccco1)c1nnc(-c2ccc(OC)c(OC)c2)s1	7	-36
COc1ccc(/C=C2\Oc3cc(OCC(=O)N4CCC[C@H]4C(=O)O)ccc3C2=O)c(OC)c1OC	39	-6
CC1CCN(C(C(=O)O)c2ccccc2)CC1 (configuration not stated)	5	21
COc1cccc(CNC(=O)C2CCCN(S(=O)(=O)c3c(C)[nH]c(=O)[nH]c3=O)C2)c1 (configuration not stated)	6	5
COc1ccc(C2=C(SC)CC2=NC(C)(C)C)cc1	17	-17
